Bioassay records from PubChem.
RNase H inhibition: RNase H inhibition, HIV 1 Gag Pol polyprotein, FRET biochemical assay, screening (AID 372); 100,000 compounds, 0.77% hits; HIV-1 RT RNase H, FRET RNA/DNA substrate fluorescence; higher % means a stronger effect; inhibition, % at 10 µM, or IC50 in µM where a hit was titrated; in the data active = inhibition above about 50%
Active calls of the source: *; & = joins results of further samples. Some of the compounds tested (hit frequency here may not be typical).

Start of the listing, in advance, six compounds:
SMILES	RNase H inhibition
Cc1cccc(N2C(=O)NC(=O)/C(=C/c3ccc(-c4cc([N+](=O)[O-])ccc4Cl)o3)C2=O)c1	21%
Cc1cc(C)c(C#N)c(SCC(=O)Nc2cccc(C)c2C)n1	7%
CC(C)=C1C2C=CC1C1C(=O)N(c3ccc(C)cc3[N+](=O)[O-])C(=O)C21 (centres undefined)	3%
Cc1ccc(N2C(=O)CSC2c2ccc3c(c2)OCO3)cc1 (centres undefined)	2%
O=C(CC(c1ccco1)C1CCCCC1=O)c1ccccc1 (centres undefined)	3%
CCCC1=C(C(=O)OCC)C(c2ccccc2F)C(C#N)=C(N)O1 (centres undefined)	10%

The whole of this part, from the first entry:
SMILES	RNase H inhibition
Cc1cccc(N2C(=O)NC(=O)/C(=C/c3ccc(-c4cc([N+](=O)[O-])ccc4Cl)o3)C2=O)c1	21%
Cc1cc(C)c(C#N)c(SCC(=O)Nc2cccc(C)c2C)n1	7%
CC(C)=C1C2C=CC1C1C(=O)N(c3ccc(C)cc3[N+](=O)[O-])C(=O)C21 (centres undefined)	3%
Cc1ccc(N2C(=O)CSC2c2ccc3c(c2)OCO3)cc1 (centres undefined)	2%
O=C(CC(c1ccco1)C1CCCCC1=O)c1ccccc1 (centres undefined)	3%
CCCC1=C(C(=O)OCC)C(c2ccccc2F)C(C#N)=C(N)O1 (centres undefined)	10%
Cn1ncc(Cl)c(Oc2ccccc2)c1=O	0%
Cc1nnc(N/N=C\c2ccc(C(F)(F)F)cc2)[nH]c1=O	0%
Clc1cccc(Nc2nc(-c3ccc4ccccc4c3)cs2)c1	26%
O=C1c2cccc3cccc(c23)C(=O)N1CCN1CCN(S(=O)(=O)c2cccc3cccnc23)CC1	7%
CCCCOc1ccc(C2CC(=O)NC2=O)cc1 (centres undefined)	7%
CC1=C(C(=O)Nc2ccc(Br)cc2)C(c2cccs2)NC(=S)N1 (centres undefined)	12%
COc1ccc(/C=C(\NC(=O)c2ccc(C(C)(C)C)cc2)C(=O)N2CCCCCC2)cc1OC	13%
O=C1NC(=O)N(c2ccccc2)C(=O)/C1=C/c1cccc(Oc2ccccc2)c1	33%
O=C1OC(c2ccccc2F)=N/C1=C\c1ccc(OCc2cccc([N+](=O)[O-])c2)cc1	14%
Fc1ccc(CN2CCN(C/C=C/c3ccccc3)CC2)cc1Br	4%
O=C(NCCc1ccccc1)Nc1cccc(Cl)c1	1%
Cc1ccc(OCC(=O)N/N=C/c2c[nH]c3ccccc23)cc1C	15%
Cc1c(C(=O)O)cccc1-c1ccc(/C=C2\C(=O)NC(=S)N(c3ccccc3F)C2=O)o1	7%
O=S(=O)(c1ccccc1)N1CCCc2ccccc21	5%
c1csc(-c2nc3nc4ccccc4n3[nH]2)c1	8%
Cc1nc2ccccc2n1CC(=O)c1ccccc1	9%
COc1cc(/C=C(\C#N)c2nc3ccccc3[nH]2)ccc1OCC(=O)O	14%
Cc1ccc(S(=O)(=O)N2CCCCC2)c(C)c1N1CCc2cn[nH]c21	41%
CC(C)Oc1ccc(C(=O)Nc2nc3ccccc3s2)cc1	6%
O=C(CN1CCCCCC1)N/N=C/c1cc(Br)cs1	8%
N#CC1=C(SCC(=O)OCc2ccccc2)NC(=O)CC1c1cccc2ccccc12 (centres undefined)	4%
CCOC(=O)/C(N=O)=C(/O)c1ccccc1	0%
CC(=O)Nc1ccc(NC(=O)c2ccc(Cl)c(Cl)c2)cc1	3%
O=C(Nc1ccc2c(c1)oc1ccccc12)c1ccc(Cl)c(Cl)c1	30%
COc1cc(Br)cc(C=Nc2cccc(C(F)(F)F)c2)c1O	3%
O=C(Nc1cccc(F)c1)/C(=C\c1cccs1)NC(=O)c1cccs1	4%
Cc1c(-c2ccccc2)n[nH]c1C(=O)N/N=C/c1cccc([N+](=O)[O-])c1	7%
COc1ccc(CCNC(=O)C2CC(=O)N(c3ccc(Br)cc3)C2)cc1OC (centres undefined)	0%
Cc1ccc2nsnc2c1NC(=O)C(c1ccccc1)c1ccccc1	7%
COc1cc(-c2noc(-c3ccc([N+](=O)[O-])cc3)n2)cc(OC)c1OC	9%
CCCCOc1ccccc1C1C(C(=O)OC)=C(C)NC2=C1C(=O)CC(c1ccccc1)C2 (centres undefined)	6%
O=C(CSC1=NCCN1)C1COc2ccccc2O1 (centres undefined)	11%&4%
O=C(N/N=C/c1ccc(Br)cc1)C1CC(=O)N(c2ccc(F)cc2)C1 (centres undefined)	1%
COCC(=O)Nc1ccc2ccccc2c1	5%
COc1cccc(N2C(=O)NC(=O)/C(=C/c3c(OC)cc(OC)cc3OC)C2=O)c1	18%
O=C(CN1CCOCC1)Nc1cc(C(F)(F)F)cc(NC(=O)CN2CCOCC2)c1Cl	15%
NS(=O)(=O)c1ccc(NC(=O)c2cccc(N3C(=O)CCC3=O)c2)cc1	4%
Cc1ccc2nc(/N=C(/N)NC(=O)Cc3ccc(Cl)cc3)nc(C)c2c1	7%
CN(CCC(N)=O)Cc1ccccc1	4%
COc1ccc(CNC(=O)c2ccc(F)cc2)cc1	5%
CC(=O)Nc1ccc(/C=N/Nc2c(F)c(F)c(C(F)(F)F)c(F)c2F)cc1	14%
CC(C)c1cc(C(C)C)c(S(=O)(=O)n2cnc3ccccc32)c(C(C)C)c1	17%
Cc1ccc(C(=O)c2ccc([N+](=O)[O-])cc2Cl)cc1	30%
O=[n+]1c2c(n([O-])c3c1CCCC3)CCCCC2	3%

Remaining list, next part
SMILES	RNase H inhibition
CN(C)C(=O)c1ccc(CN2CCc3ccccc3C2)cc1	0%
COc1ccc(C(=O)NC(=S)Nc2ccc(Br)cc2)cc1OC	18%
CCc1ccc(/C=N/N2CCN(Cc3cccc4ccccc34)CC2)cc1	15%
COc1cc(/C=C2/SC(=S)N(c3cccc(Cl)c3)C2=O)cc(OC)c1O	9%
CCCC1=C(C(=O)OCC)C(c2ccc(Cl)cc2Cl)C(C#N)=C(N)O1 (centres undefined)	8%
Cc1ccc(Oc2nc(-c3ccncc3)nc3ccccc23)cc1	23%
CCOC(=O)C1=C(C)N=c2s/c(=C/c3ccccc3O)c(=O)n2C1c1cccs1 (centres undefined)	17%
CC(C)C(=O)Nc1ccccc1OC(F)(F)F	8%
COc1ccc(C(=O)N/C(=C\c2ccccc2)C(=O)NCCCN(C)C)cc1	3%
CNC(=S)N/N=C/c1cccc(OCc2ccccc2F)c1	52%*
Cc1c(C(N)=O)sc(N)c1C(=O)OC(C)C	7%
Clc1ccc(/C=N/Nc2nc(Nc3ccc(Cl)cc3)nc(N3CCOCC3)n2)cc1	5%
CCc1c(O)nc(SCC(=O)N2CCOCC2)n(-c2ccccc2)c1=O	2%
COc1cccc(NC(=O)c2ccc([N+](=O)[O-])cc2Cl)c1	0%
COc1ccc(N(CC(=O)Nc2ccccc2Br)S(C)(=O)=O)cc1	13%
CCn1c(O)c(/C=C2\C=CC=N2)c(=O)[nH]c1=S	8%
COc1cccc(NC(=O)c2cc(OC)cc(OC)c2)c1	10%
O=C(CSc1nnnn1-c1ccccc1)Nc1ccccc1	12%
Nc1ccc(Nc2nc(-c3ccccc3)cs2)cc1	19%
O=C(Cc1ccccc1)NNC(=O)c1cccc(Cl)c1	1%
Cc1ccc(C)c(N2CCN(CC3CCCCC3)CC2)c1	3%
O=C(Nc1ccccc1)Nc1ccc(S(=O)(=O)N2CCc3ccccc32)cc1	11%
CC1CN(CC(O)COc2ccccc2C(C)(C)C)CC(C)O1 (centres undefined)	5%
O=C(COc1ccc(Cl)cc1Cl)Oc1ccc(I)cc1	5%
N=C1/C(=C/c2ccc(OCc3ccccc3Cl)cc2)C(=O)N=C2SC(c3ccccc3)=NN12	5%
COc1ccc(OC)c(NC(=O)c2cc(Cl)c(OC)c(Cl)c2)c1	6%
CC(C)c1ccc(C(=O)Nc2cc(Cl)cc(Cl)c2)cc1	14%
COC(=O)c1ccc(NC(=O)Cc2cccs2)cc1	6%
COc1cc(OC)cc(C(=O)NNC(=O)c2ccccc2Cl)c1	12%
Cc1cc(OCCOc2ccccc2/C=C2\SC(N)=NC2=O)ccc1Cl	6%
Cc1ccc(-c2ccc(/C=C(\C#N)C(=O)NC3CCCCC3)o2)cc1[N+](=O)[O-]	11%
NN1C(=O)/C(=C/c2ccc(-c3cccc(Cl)c3)o2)SC1=S	22%
CC(=O)Oc1ccc(-c2cccc(C(=O)NCc3ccccc3)c2)cc1	0%
CCC(CC)NC(=O)c1ccc(Br)cc1	8%
CCCCN=Cc1c(O)n(-c2ccccc2)c(=O)[nH]c1=O	3%
O=C1CC(c2ccc3c(c2)OCO3)c2ccc3ccccc3c2N1 (centres undefined)	23%
CCOc1ccc(NC(=O)COc2c(C)cc(Cl)cc2Cl)cc1	20%
CC1=NN(c2ccccc2)C(=O)/C1=C\c1ccc(N)cc1	5%
Cc1ccc(S(=O)(=O)NC(c2ccccc2)c2ccc(Br)cc2)cc1[N+](=O)[O-] (centres undefined)	13%
N#Cc1ccc(N=Cc2ccccc2[N+](=O)[O-])cc1	3%
CS(=O)(=O)N(CC(=O)Nc1ccccc1F)c1cccc(Cl)c1	20%
O=S(=O)(c1ccc(Cl)cc1Cl)N1CCN(c2ccc(F)cc2)CC1	9%
COc1ccc(CC2(CC(=O)c3ccccc3)C(=O)c3ccccc3C2=O)cc1	13%
CCCCOc1ccc(/C=C(\C#N)c2nc(-c3ccc(Cl)cc3Cl)cs2)cc1	14%
CCN1CCn2c3c(c4cc(C)ccc42)CCCC31 (centres undefined)	1%
CS(=O)(=O)N(CC(=O)NCc1cccnc1)c1ccccc1F	9%
CC(=O)c1cccc(NC(=S)NC(=O)c2ccc(C)c(C)c2)c1	22%
CN1CCC(=NNC(=O)C(=O)Nc2cccc(Br)c2)CC1	4%
COc1ccc(OC)c(C2NC(=O)NC(C)=C2C(=O)OCCSC)c1 (centres undefined)	7%
CC(C)(C)c1cc(N2C(=O)C(=O)/C(=C(\O)c3ccccc3)C2c2ccccc2F)no1 (centres undefined)	0%

Later entries.
SMILES	RNase H inhibition
CC(C)(C)OC(=O)N1CC(O)CC1C(=O)NC1CCCCC1 (centres undefined)	13%
CCCOc1ccc(C(=O)NC(=S)Nc2cccc(C(C)=O)c2)cc1	13%
Cn1cc(C(=O)N/N=C/c2ccc(O)cc2)ccc1=O	4%
O=C(COc1cccc(Cl)c1)N=Nc1c(O)[nH]c2ccc([N+](=O)[O-])cc12	6%
NS(=O)(=O)c1cccc(NC(=O)c2cc3ccccc3o2)c1	13%
N#Cc1ccc(C=Nc2cc([N+](=O)[O-])ccc2F)cc1	4%
Cc1cccc(-c2nc3cc(NC(=O)Cc4ccccc4)ccc3o2)c1	12%
O=C1NC(=S)NC(=O)C1=Cc1ccc(N2CCCCC2)o1	16%
C/C(=N\NC(=O)C(=O)N/N=C(\C)c1ccc(C)cc1)c1ccc(C)cc1	6%
COc1ccc(-c2nc3cc(NC(=O)c4ccc([N+](=O)[O-])cc4Cl)ccc3o2)cc1OC	14%

2 of the compounds above, in markdown.
| canonical_smiles | RNase H inhibition |
| --- | --- |
| Cc1cccc(-c2nc3cc(NC(=O)Cc4ccccc4)ccc3o2)c1 | 12% |
| O=C1NC(=S)NC(=O)C1=Cc1ccc(N2CCCCC2)o1 | 16% |

Continuation:
SMILES	RNase H inhibition
Cc1no[n+]([O-])c1COc1ccc(/C=C2\SC(=S)NC2=O)cc1	21%
O=C(N/N=C1\CCCc2ccccc21)C(O)c1ccccc1 (centres undefined)	10%
Cc1cccc2c1[nH]c1nc(N/N=C\c3ccc4c(c3)OCO4)nnc12	1%
COc1cccc(N=Nc2c(O)[nH]c(=O)[nH]c2=O)c1	13%
Cc1cc([N+](=O)[O-])c(-c2ccc(/C=C3/Sc4ccccc4C3=O)o2)cc1Cl	5%
Cc1ccc(N(C(=O)C(Cl)(Cl)Cl)C2C=CS(=O)(=O)C2)cc1 (centres undefined)	0%
CCN(CC)CC#CC1(OCCC#N)CCCCC1	5%
Cc1ccc(Nc2ccc([N+](=O)[O-])ccc2=O)cc1	2%
Cc1ccc(C)c(C2C(C#N)=C(N)Oc3cc(C)oc(=O)c32)c1 (centres undefined)	9%
COc1cc(/C=N/NC(=O)c2cncc(Br)c2)cc(Br)c1O	11%

Copied from the results shown (7 entries):
SMILES	RNase H inhibition
COc1cccc(N=Nc2c(O)[nH]c(=O)[nH]c2=O)c1	13%
Cc1cc([N+](=O)[O-])c(-c2ccc(/C=C3/Sc4ccccc4C3=O)o2)cc1Cl	5%
Cc1ccc(N(C(=O)C(Cl)(Cl)Cl)C2C=CS(=O)(=O)C2)cc1 (centres undefined)	0%
CCN(CC)CC#CC1(OCCC#N)CCCCC1	5%
Cc1ccc(Nc2ccc([N+](=O)[O-])ccc2=O)cc1	2%
Cc1ccc(C)c(C2C(C#N)=C(N)Oc3cc(C)oc(=O)c32)c1 (centres undefined)	9%
COc1cc(/C=N/NC(=O)c2cncc(Br)c2)cc(Br)c1O	11%

New compounds follow
SMILES	RNase H inhibition
Cc1ccc(S(=O)(=O)/N=C2\S/C(=C\c3ccco3)C(=O)N2C)cc1	27%
COc1ccc(/C=C2\SC(=S)N(CCCC(=O)Nc3ncc(Cc4cccc([N+](=O)[O-])c4)s3)C2=O)cc1OC	6%
O=[N+]([O-])c1cccc(N=Cc2ccccc2[N+](=O)[O-])c1	3%
Cc1c(Cl)c([N+](=O)[O-])nn1CC(=O)NCc1ccc(Cl)cc1	13%
CC(=O)NC(c1ccc(Cl)cc1)c1c(O)ccc2ccccc12 (centres undefined)	16%
Cc1c(Cl)cccc1NC(=S)NC(=O)c1ccccc1Br	4%
COc1ccc(CN2CCN(Cc3ccc(SC)cc3)CC2)c(OC)c1OC	10%
COc1ccc2c(c1)c(=O)oc1c(C)c(OC(=O)C3CC3)ccc12	1%
COc1ccc(-c2cc(-c3ccccc3O)[nH]n2)cc1OC	3%
COc1ccc(-n2c(/C=C/c3c(C)n(C)c4ccccc34)nc3ccccc3c2=O)cc1	5%
C/C(=N\Nc1nnc2c(n1)[nH]c1ccc(C)cc12)c1ccccn1	7%
O=[N+]([O-])c1cc(C=Nc2cccc(CO)c2)ccc1Cl	21%
CCOc1ccc(/C=N/NC(=O)CN2CCSCC2)cc1	15%
Cc1cccc(OCC(=O)O/N=C(\N)c2cccc(C)c2)c1	11%
COc1cccc(C2C(C(=O)OCc3ccccc3)=C(C)NC3=C2C(=O)CCC3)c1OC (centres undefined)	13%
CCOCCOC(=O)C1=C(C)NC(=O)NC1c1ccccc1OCc1ccccc1 (centres undefined)	1%
